SRC2 inh: inhibits human steroid receptor coactivator 2 | Q15596 | HEK293 GAL4-SRC2 luciferase reporter, luminescence | inhibition, % at 9 µM | hit rate 0.17% among 370,000 | AID 651957;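 active = inhibition above the mean inhibition of all tested compounds plus 3 SD, set per campaign, cut at about 52% in these data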;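 also: 0% = DMSO treated cells and 100% = cells given Gossypol at 36 µM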
NCOA1 inh: inhibitors of human steroid receptor coactivator 1 (SRC1) | Q15788 | HEK293 GAL4-SRC1 luciferase reporter, luminescence | inhibition, % at 3.6 µM | hit rate 0.12% among 360,000;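 active = inhibition above the campaign mean plus 3 SD, with each screening campaign given its own cutoff, cut at about 60% in these data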;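 also: 0% = DMSO treated cells and 100% = gossypol at 36 µM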
TROY NFkB inh: inhibitors of TROY-dependent NF-kB signaling; Q293 LMP1-TROYcd NF-kB luciferase reporter, 4 h; inhibition, % at 10 µM; hit rate 0.98% among 360,000;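 active = compounds whose plate-normalised and pattern-corrected inhibition of the luciferase reporter signal at the single screening dose is 50% or more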
LMP1 NFkB inh: Epstein-Barr LMP1 NF-kappaB reporter inhibition | AID 504558 | hit rate 0.69% among 350,000 | LMP1-induced NF-kappaB luciferase reporter cells, luminescence | inhibition, % at 12.5 µM; in the data active = inhibition above about 41%;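 also: 0% = neutral control wells and 100% = reference inhibitor control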
SRC3 inh: inhibits human SRC3 coactivator. Q9Y6Q9. HEK293 GAL4-SRC3 luciferase reporter, luminescence. inhibition, % at 3.6 µM. hit rate 0.17% among 360,000. AID 588352;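 active = inhibition above a per-campaign cutoff, the mean of all compounds plus 3 SD, cut at about 60% in these data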;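 also: 0% = DMSO-treated cells and 100% = gossypol-treated cells at 36 µM; higher means less SRC3-driven luciferase light from the GAL4 reporter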
TWEAK-Fn14 inh: inhibitors of TWEAK-Fn14 interaction signaling; TWEAK-stimulated Fn14 reporter cells, luciferase luminescence, 8 h; inhibition, % at 10 µM; hit rate 2% among 360,000; AID 1159606; in the data active = inhibition above about 50%
COUP-TFII inh: inhibitors of human COUP-TFII (NR2F2). P24468. inhibition, % at 8.6 µM. hit rate 0.7% among 370,000. HEK293T NGFI-A luciferase reporter, luminescence. AID 686940;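 active = inhibition above a per-plate cutoff, mean inhibition of test wells between control levels plus 3 SD, cut at about 38% in these data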;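 also: cells cotransfected with COUP-TFII expression vector driving the NGFI-A reporter; 0% = median of COUP-TF2 test wells and 100% = reporter-only cells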
Target sequence (P24468 whole entry, looked up): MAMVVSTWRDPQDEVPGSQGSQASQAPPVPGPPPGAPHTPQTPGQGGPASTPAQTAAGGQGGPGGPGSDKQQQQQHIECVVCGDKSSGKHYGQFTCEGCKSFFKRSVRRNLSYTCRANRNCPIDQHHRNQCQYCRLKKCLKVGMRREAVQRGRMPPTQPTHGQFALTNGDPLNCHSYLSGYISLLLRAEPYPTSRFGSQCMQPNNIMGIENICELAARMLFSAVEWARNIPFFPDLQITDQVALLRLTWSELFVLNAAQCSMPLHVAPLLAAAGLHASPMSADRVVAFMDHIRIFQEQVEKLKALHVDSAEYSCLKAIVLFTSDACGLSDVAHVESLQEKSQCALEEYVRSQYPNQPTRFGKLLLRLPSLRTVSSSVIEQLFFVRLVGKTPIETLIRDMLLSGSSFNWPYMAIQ
CF NFkB block: cystic fibrosis NF-kB activation inhibition. KKLEB NF-kB-GFP reporter, PAF-induced, GFP fluorescence overnight. inhibition, % at 5 µM. hit rate 0.86% among 360,000;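 active = at least 50% inhibition at 5 µM, scaled per plate between neutral and stimulator controls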;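 also: PAF is a Pseudomonas aeruginosa culture filtrate used as stimulus; plate controls were PAF-stimulated DMSO wells for no effect and unstimulated DMSO wells for full effect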
LRH-1 inv ag: inverse agonists of human LRH-1 (NR5A2). O00482. AID 602396. inhibition, % at 3.6 µM. HEK293T StAR-luciferase reporter, LRH-1 transfected, 24 h. hit rate 0.13% among 360,000;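 active = inhibition above the mean inhibition of all tested compounds plus 3 SD, cut at about 73% in these data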;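 also: 0% = DMSO wells and 100% = reporter-only cells lacking LRH-1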
Target sequence (O00482 whole entry, looked up): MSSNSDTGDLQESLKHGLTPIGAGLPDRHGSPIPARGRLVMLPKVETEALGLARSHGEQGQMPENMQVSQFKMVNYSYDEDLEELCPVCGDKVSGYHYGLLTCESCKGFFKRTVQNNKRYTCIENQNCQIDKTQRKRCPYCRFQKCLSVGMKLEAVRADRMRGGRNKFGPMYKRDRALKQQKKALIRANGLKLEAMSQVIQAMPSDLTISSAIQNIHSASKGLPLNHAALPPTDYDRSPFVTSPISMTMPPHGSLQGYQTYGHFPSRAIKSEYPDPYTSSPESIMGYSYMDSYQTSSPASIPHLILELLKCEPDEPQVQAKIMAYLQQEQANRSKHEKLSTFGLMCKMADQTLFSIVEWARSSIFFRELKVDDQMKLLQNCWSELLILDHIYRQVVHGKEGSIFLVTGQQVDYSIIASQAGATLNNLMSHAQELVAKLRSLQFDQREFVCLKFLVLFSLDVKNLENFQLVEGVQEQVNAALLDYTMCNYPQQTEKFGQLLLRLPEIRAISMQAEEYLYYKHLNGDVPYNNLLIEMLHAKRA
KKLEB tox: CF airway cell cytotoxicity counter-screen; KKLEB CF airway cells viability, ATPlite luminescence, overnight; hits give low values; cells stimulated with P. aeruginosa culture filtrate; activity change (cytotoxicity), % at 5 µM; hit rate 0.36% among 360,000; AID 602141;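 active = corrected activity change at or below -50% at 5 µM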
C8 TRAIL sens: caspase-8 TRAIL sensitization | hit rate 1% among 360,000 | inhibition (viability loss, TRAIL sensitization), % at 10 µM | NB7+C8 cells + TRAIL, ATPlite viability luminescence;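 active = compounds causing at least 50% loss of cell viability in the single-dose screen, relative to plate controls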
* marks the source's active call; other numbers are inactive results; nt = not tested or not shown. The order is random; 4.2% or so of the library scored in one or more.

SMILES	SRC2 inh	NCOA1 inh	TROY NFkB inh	LMP1 NFkB inh	SRC3 inh	TWEAK-Fn14 inh	COUP-TFII inh	CF NFkB block	LRH-1 inv ag	KKLEB tox	C8 TRAIL sens
CN(C)S(=O)(=O)c1ccc(NC(=O)CSc2nnc(-c3ccco3)o2)cc1	-0.6	8.0	-4.6	2.2	14.5	10.6	0.8	-8.6	7.8	-16.1	5.2
CC(Oc1ccc(-c2ccccc2)c(F)c1)c1ccn(S(=O)(=O)c2ccc(Cl)cc2)n1 (centres undefined)	5.5	-7.3	-17.8	7.0	3.6	-16.4	0.4	22.1	-1.4	-9.9	6.7
CCOc1cc(CNCc2cccs2)cc(Br)c1OC	0.8	23.8	-4.6	-0.4	7.5	-11.8	11.4	12.7	4.6	-17.9	-10.1
CCc1ccc(NC(=O)CCc2ccc(CC)o2)cc1	-12.5	-4.5	-4.2	7.3	-13.6	-8.2	-8.2	10.3	-22.0	0.2	-17.3
O=C(NCCCO)c1cc2c([nH]c3ccccc32)c(-c2ccccc2)n1	-33.1	-14.8	5.7	-2.6	5.3	27.9	7.2	-41.7	19.8	3.6	25.6
CC(=O)Oc1ccc([N+](=O)[O-])cc1N1C(=O)c2ccccc2C1=O	5.8	2.8	0.6	-6.8	25.6	15.3	-7.2	-15.3	-0.2	11.4	-1.0
COc1cc2ccccc2cc1C(=O)N1CCOCC1	2.8	7.2	-5.3	25.1	11.5	6.1	7.3	25.5	11.1	-11.3	11.1
CCOc1cc(/C=N/n2c(C)nnc2C)ccc1O	2.5	2.0	-12.9	-0.2	-4.7	-16.6	-15.1	5.9	19.2	5.3	-27.6
Cc1cccc(OCCCN2CCCCCC2)c1	-13.9	13.3	-2.3	4.2	17.0	7.6	12.7	0.4	5.3	-4.8	-14.4
CN1CCN(/N=C/c2ccc(C#N)cc2)CC1	-32.0	-32.0	-20.0	-10.1	-16.7	1.9	-1.6	-0.6	-6.3	6.4	5.7
CCCCNC(=O)CNC(=S)N(Cc1ccccc1)Cc1cccnc1	-0.4	15.1	-23.2	-12.7	15.1	18.1	14.5	3.9	-16.1	-7.9	-7.6
O=C(NCCCc1ccc(F)cc1)C1CCC(=O)N(CC2CCCCC2)C1 (centres undefined)	-6.3	-2.0	8.7	-2.8	6.6	5.2	13.2	15.2	-0.5	-8.6	12.1
CC1CCCC(C)N1C(=O)Cn1c(=O)sc2ccccc21 (centres undefined)	3.1	10.4	13.8	2.3	-1.4	-12.8	-1.8	-0.9	0.1	-11.4	-5.7
CC(=O)Oc1c(Sc2ccccc2[N+](=O)[O-])c(C)nn1C(C)(C)C	10.7	22.3	24.4	-0.4	2.2	6.3	9.9	0.3	-8.0	7.6	-7.0
O=C(NCc1cccnc1)c1ccc(CN2CCc3ccccc3C2)cc1	-28.2	-2.5	-7.9	2.9	-19.7	10.5	-1.2	19.8	1.3	5.7	5.6
NS(=O)(=O)c1ccc(CCNC(=O)CSc2nc3ccccc3c(=O)n2CCN2CCOCC2)cc1	-4.7	-5.5	-8.6	1.1	9.4	-4.4	-1.9	7.9	11.7	-5.8	0.6
O=C(CN(Cc1ccco1)C(=O)c1nsc(Cl)c1Cl)NC1CCCCC1	2.4	5.9	-26.4	-2.1	-1.0	0.1	-1.2	11.0	17.8	-7.0	-5.6
COc1cccc(-c2ccc(=O)n(CC(=O)Nc3ccc(C(=O)N4CCCC4)cc3)n2)c1	6.9	3.2	-7.1	3.7	-4.9	-8.8	0.0	-1.9	13.6	5.3	3.9
COc1ccc([C@@H]2C[C@H](c3ccccc3)Oc3cc(C)cc(C)c32)cc1	14.6	-23.8	-13.0	2.6	8.3	7.3	-11.9	4.8	23.3	3.7	14.7
COCCNC(=O)C(=O)N/N=C/c1ccc(C(=O)OC)cc1	1.1	-3.1	-17.2	8.0	8.5	15.3	-17.0	5.4	6.5	-2.4	1.0
COC(=O)C1C(=O)C2=C(CC1C)NC(C)=C(C(=O)OCCOc1ccccc1)C2c1ccc(C)o1 (centres undefined)	-12.4	-29.8	10.8	7.5	5.1	25.8	-3.9	16.9	-1.9	-18.9	-8.4
COC(=O)c1ccc2nc(-c3ccc(F)cc3)c(Cc3ccccc3OC)n2c1	-46.0	nt	-27.1	nt	nt	-10.8	-14.1	nt	-54.2	nt	2.5
CN(C(=O)CSc1cn(CC(=O)N2CCOCC2)c2ccccc12)c1ccccc1	0.2	3.1	1.3	-5.3	-10.2	13.4	-0.9	-20.8	8.9	6.6	-0.6
CCOC(=O)N1CCN(C(=O)CNC(=O)c2ccc(Cl)cc2)CC1	11.9	-9.8	19.0	0.9	1.7	5.3	-8.9	-11.8	7.2	-2.0	-31.6
O=S1(=O)CCN(C2CCCCCC2)CC1	11.3	3.3	-15.8	-8.2	5.0	-19.0	-2.8	5.8	1.1	-4.4	3.0
CCOC(=O)c1nn(-c2ccc(C)cc2)c(C)c1C(C)=O	1.8	-0.1	10.3	13.0	-1.2	-8.6	-3.3	8.1	-5.5	-7.3	13.0
CSC(=NC#N)N1CCN(C(=NC#N)SC)CC1	-6.8	-9.0	-2.5	-7.4	5.7	-9.8	-3.5	-2.3	-18.3	3.6	-6.9
CC1(C)Oc2ccc(C(=O)NC3CCCCC3)cc2N(CC#N)C1=O	13.8	-25.2	-23.4	-4.9	6.6	0.1	10.1	-3.7	-0.1	-4.2	-20.3
CC(C)(C)c1nc(NCCN2CCOCC2)c2nnn(Cc3ccccc3Cl)c2n1	2.5	-10.6	26.9	8.3	2.5	10.2	-24.8	25.6	4.6	-1.5	4.6
O=C(CSc1ncn[nH]1)N1N=C(c2ccc(Cl)cc2)CC1c1ccco1 (centres undefined)	-0.7	5.0	13.8	-6.4	1.2	0.6	5.5	-0.4	7.8	16.3	-5.7
Cc1ccc(S(=O)(=O)/N=C(/Sc2ccccc2C(=O)O)c2ccccc2)cc1	22.8	-9.8	-4.7	4.6	13.6	-11.0	11.2	-2.5	11.0	10.5	0.1
Cc1sc(NC(=O)CN2CCOCC2)nc1-c1ccc2c(c1)CCN2S(=O)(=O)c1ccccc1	-5.8	19.2	5.8	15.6	19.4	15.8	64.9*	-1.5	18.2	0.2	6.8
C#CCOCCOCCOCCNc1nc(N2CCN(C(=O)CCCCCCCCCCNC(=O)[C@@H](CCC(=O)O)n3cc(CCCCCN)nn3)CC2)nc(N2CCN(C(=O)CCCCCCCCCCNC(=O)[C@H](CCCCN)n3cc(C[C@@H](C)CC)nn3)CC2)n1	nt	-1.6	12.5	1.8	-14.2	-4.5	nt	1.3	-1.4	-3.7	1.7
COc1ccc(C(=O)CSc2nnc(-c3ccc(C)cc3)o2)cc1	-9.2	11.4	-5.3	3.3	-18.3	-29.5	-7.1	18.2	-20.8	-27.7	12.2
O=C(Nc1ccc2nc(N3CCOCC3)sc2c1)c1cc2ccccc2o1	-41.0	-8.1	-2.0	-8.4	-44.8	0.9	-15.2	-1.9	-64.7	8.1	10.9
C=C[C@H](Cc1ccccc1)N(Cc1ccccc1)S(=O)(=O)N(Cc1ccccc1)[C@H](C=C)Cc1ccccc1	2.0	-9.0	1.3	-5.5	10.6	5.6	10.8	-11.7	-4.1	11.6	22.9
Cc1cnc(CN(C)C(=O)c2cc(COc3c(F)cccc3F)on2)[nH]1	4.8	-1.5	0.6	0.9	7.5	5.7	22.6	-1.0	-9.8	-14.8	3.4
COc1ccc(C2=NN(S(=O)(=O)c3ccccc3)C(c3ccccc3)C2)cc1 (centres undefined)	-18.2	4.3	-4.2	-5.0	3.0	-10.3	-22.7	-4.7	3.6	4.3	9.0
COc1ccc(-c2ccc3c(c2)O/C(=C\c2ccsc2)C3=O)cn1	-21.6	-40.4	42.9	-19.5	-52.8	41.6	9.8	2.9	6.5	0.6	-2.9
CC(C)OC(=O)c1ccc(NCc2cc(O)ccc2O)cc1	59.7*	-65.2	16.3	-6.1	-13.2	101.1*	22.5	71.8*	-18.4	-9.4	73.0*
O=C(NCCN1CCOCC1)NC1(C(F)(F)F)Oc2ccccc2O1	1.2	-2.2	-19.7	2.1	-17.1	10.5	4.5	-8.6	-2.8	0.7	9.2
O=C(O)c1ccc(CN(c2ccccn2)S(=O)(=O)c2ccccc2)cc1	-15.2	13.0	-2.9	-4.2	-10.0	0.0	-7.4	7.6	12.1	-19.0	-1.2
CC(C)CN(C(=O)COC(=O)C12CC3CC(CC(O)(C3)C1)C2)c1c(N)n(Cc2ccccc2)c(=O)[nH]c1=O	-28.0	-0.7	7.6	0.7	15.3	3.9	1.3	7.1	-0.4	7.8	1.2
Cc1ccnc(SCC(=O)N2CCCc3ccccc32)n1	17.6	8.3	0.1	-3.1	-8.8	5.4	-1.3	4.1	7.5	9.5	0.3
COc1ccc(N2C(=O)CCC2(C#N)c2ccc(Br)cc2)cc1 (centres undefined)	-26.3	-4.3	-24.0	1.3	10.4	-7.1	-57.9	5.6	11.1	-17.7	-1.4
CCCCNC(=O)N1CCCC(C(=O)c2cc(C)c(OC)c(C)c2)C1 (centres undefined)	0.8	5.2	16.6	24.1	-12.6	-22.7	0.5	11.4	14.3	-9.4	3.3
Cc1ccc(NC(=O)CSc2nc(=O)n(CCN(C)C)c3c2CCCC3)c(C)c1	3.4	-22.1	-2.8	-0.3	3.5	-1.1	-4.3	-4.5	-7.2	-4.5	-46.4
CCCn1nc(C(=O)OCn2nnc3ccccc3c2=O)c2ccccc2c1=O	-6.0	-44.5	3.9	9.4	-2.2	-1.2	-6.7	14.2	-8.4	-10.4	2.4
O=C(C1CCCN1S(=O)(=O)c1ccc(Cl)c(Cl)c1)N1CCOCC1 (centres undefined)	13.9	1.2	-8.9	0.0	10.9	-20.1	-6.4	-0.7	-9.9	-8.3	-9.2
CCOC(=O)c1csc(NC(=O)c2ccc(S(=O)(=O)N(C)C)cc2)n1	-3.6	11.4	8.4	4.8	14.5	11.0	-26.1	-20.6	-0.3	4.9	-10.0
O=C(COC(=O)/C=C/c1ccc(Cl)cc1)Nc1ccc2c(c1)OCCO2	-8.4	4.0	4.2	6.9	3.1	17.7	-6.9	-17.1	7.9	-13.5	8.0
CCOC(=O)CCCCC(=O)NC(CO)C(=O)NC (centres undefined)	-5.3	7.0	-2.2	-9.6	-21.0	11.2	3.9	-9.9	9.1	-2.5	-6.3
CCc1ccc(NC(=O)CN2C(=O)COc3ccc(S(=O)(=O)N4CCCC4)cc32)cc1	6.1	-9.4	1.7	3.8	0.8	-3.5	14.2	0.1	1.5	4.2	-8.5
NC(=O)C1CCN(C(=O)N2c3ccccc3Sc3ccccc32)CC1	9.9	2.3	-3.9	-2.5	6.7	19.4	4.1	19.6	-10.1	-9.4	17.2

High-throughput results: PubChem BioAssay, several laboratories
